Screening data as filed in PubChem.
Keap1-Nrf2 PPI – Keap1-Nrf2 (human) interaction inhibition | Keap1 Kelch-Nrf2 peptide fluorescence polarization, 1536-well | 340,000 tested, 0.15% active | inhibition, % at 9.4 µM | Q14145; in the data active = inhibition above about 12%; inconclusive = no clear call, values can overlap the other calls; inactive = below about 7.3%;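 also: human Keap1 Kelch domain with fluorescein labeled Nrf2 9mer peptide probe; 0% = neutral control wells and 100% = peptide positive control; higher means more block of Keap1 binding to Nrf2 peptide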
NSD2 HMT inh – NSD2 (human) methyltransferase inhibition; O96028; NSD2 peptide methylation, AlphaScreen, 120 min; inhibition, % at 12.5 µM; 310,000 tested, 0.54% active; AID 743445; in the data active = inhibition above about 50%
CDK5 inh – blocks human CDK5/p35 kinase activity. Q00535+Q15078. Recombinant CDK5/p35, ADP-Glo luminescence, 60 min. inhibition, % at 10 µM. 330,000 tested, 0.01% active;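 active = highest replicate inhibition of at least 50% and at least 75% of replicates reaching 50%; inconclusive = only one of the two criteria met; inactive = both criteria failed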;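 also: plate controls were DMSO neutral control for no effect and GW8510 at 10 µM for full effect; many of its hits are not listed in these tables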
Rtt109 HAT inh – blocks Candida albicans Rtt109/Vps75 acetyltransferase activity; purified Rtt109/Vps75, ThioGlo CoA-SH fluorescence, 4 h; inhibition, % at 34.9 µM; Q5AAJ8; 330,000 tested, 0.16% active;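 active = inhibition of at least 50% in every replicate; inconclusive = best replicate reaches 50% inhibition but some replicates fall short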
PfHsp90 set2 – reduces growth (ATP signal) of yeast expressing P. falciparum Hsp90. 310,000 tested, 0.32% active. AID 504621. inhibition, % at 9.4 µM. S. cerevisiae expressing PfHsp90, BacTiter-Glo ATP, 48 h; yeast lacking PDR1 and PDR3 efflux regulators;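 active = every replicate shows inhibition above about 80%, whatever the replicate mean, limit read from the data; inconclusive = mean inhibition reaches the set limit but some replicate falls short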;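 also: 0% = DMSO neutral controls and 100% = 20 µM radicicol positive controls; yeast relying on Plasmodium falciparum Hsp90 in place of its own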
RTF Ca sens act – increases calcium sensitivity of human cardiac regulated thin filaments; 340,000 tested, 0.24% active; P19429+P45379; AID 493008; activation, % at 7.2 µM; IANBD-labeled TnC RTF fluorescence at EC20 calcium; 0% EC20 calcium, 100% full calcium;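 active = activation above the mean over all tested compounds plus 3 SD, cut at about 30% in these data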;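 also: rise in fluorescence read as greater calcium sensitivity of cardiac thin filaments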
LANA DNA inh – KSHV C-LANA DNA binding inhibition; inhibition, % at 9 µM; MBP-C-LANA/FAM-LBS DNA binding, fluorescence polarization; AID 504423; 340,000 tested, 0.078% active;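 active = highest replicate inhibition at or above 60% at 9 µM, even if other replicates fall short; inactive = all replicates below 60% inhibition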;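 also: 0% = neutral control wells and 100% = 4 µM acridine orange control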
Mot1-301 SUMO – inhibitors of SUMOylation pathway: yeast Mot1-301 growth rescue; 320,000 tested, 1% active; S. cerevisiae Mot1-301 growth rescue, ATP luminescence, 38.5C; percent above DMSO median, 100 means doubled; growth rescue, % at 18.8 µM; AID 2716;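 active = every valid replicate shows activation above 250% relative to neutral control wells; inactive = the rest, any valid replicate at or below 250%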;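 also: OY570 slx delta 5 strain wells were the positive control but not used for scaling; some compounds called inactive have numbers as strong as hits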
Cardiac RTF inh – cardiac RTF calcium desensitization; P19429+P45379; IANBD-labeled cardiac RTF, Ca2+ fluorescence; inhibition, % at 7.15 µM; 340,000 tested, 0.12% active;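 active = inhibition above the mean inhibition of all tested compounds plus 3 SD, cut at about 17% in these data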;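 also: assay run at fixed EC70 calcium of 1.6 mM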
dFosB activator – enhances mouse delta FosB homodimer DNA binding; activation, % at 25 µM; P13346; 340,000 tested, 0.99% active; purified delta FosB, TAMRA-CDK5 oligo fluorescence polarization; percent of positive-control signal above neutral wells;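 active = mean activation above about 17%, with every replicate also reaching it, limit read from the data, passing the limit was not always enough; inconclusive = only one of the two conditions met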;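 also: fluorescence polarization rise as delta FosB binds a TAMRA Cdk5 AP-1 oligo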
PvdQ acylase – P. aeruginosa PvdQ acylase inhibition; purified PvdQ acylase, fluorescence plate reader; inhibition, % at 10 µM; 340,000 tested, 0.063% active; AID 488965; in the data active = inhibition above about 30%, passing the limit was not always enough; inconclusive = no clear call, values can overlap the other calls;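 also: 0% = vehicle neutral wells and 100% = reference inhibitor wells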
The depositor's hits bear a star; ? = inconclusive; / = not tested or not shown.

molecule,Keap1-Nrf2 PPI,NSD2 HMT inh,CDK5 inh,Rtt109 HAT inh,PfHsp90 set2,RTF Ca sens act,LANA DNA inh,Mot1-301 SUMO,Cardiac RTF inh,dFosB activator,PvdQ acylase
C[C@H](NS(=O)(=O)c1ccccc1F)C(=O)OCC(=O)Nc1ccc2c(c1)OCCO2,6,1,-0.8,9,9,4,4.1,-5,-12,-7,-7
COC(=O)c1c(NC(=O)CS(=O)(=O)c2ccccc2)sc(C)c1C,-1,-1,-0.4,-10,-47,0,-0.1,-3,-3,-10,-9
Cc1ccc(NS(=O)(=O)c2ccc(-n3cccn3)cc2)cc1C,-5,-3,0.7,-4,-8,2,1.6,-9,-4,-4,-27
Cc1ccc(Nc2ncc3c(n2)CC(C)CC3=O)c(C)c1 (stereo not given),-4,-1,-0.6,4,-2,1,1.0,-30,-2,-7,-9
CCC(C)Sc1cccc(-c2nc3cnccn3c2NC2CCCCC2)c1 (stereo not given),-8,/,0.1,-16,19,-14,-1.0,/,0,-8,-7
COc1cc(C2SC(C)C(=O)N2CCc2ccccc2)cc(OC)c1OC (stereo not given),-4,1,-0.4,-3,-4,-8,-1.6,-18,2,-13,-9
CCO[C@H]1OC(C(=O)NCc2nc3ccccc3[nH]2)=C[C@@H](c2ccc(C(F)(F)F)cc2)[C@@H]1CCCO,-7,/,-5.4,-3,7,-4,1.7,10,-2,2,-21
CCOc1cc(/C=N/Nc2nc(-c3cccs3)c(NC(C)=O)s2)ccc1O,-3,0,2.1,5,10,1,-0.4,-6,4,-10,12
Cc1ccc(NC(=S)NN(C)c2nc(C)cnc2C)cc1,-3,-4,0.0,2,8,1,-1.8,20,7,6,0
CNc1nnc(CSc2nc(C)cc(C)n2)s1,-3,0,-0.5,-3,7,-7,-0.1,12,-7,-2,5
Cc1ccc(CC(=O)NCc2ccc(F)cc2)cc1,-3,-2,-0.5,-2,-11,1,0.4,22,-1,2,-17
CC1(C)Cc2c(sc3c2C(=O)N(c2ccccc2)C2=NCCCN23)CO1,-4,2,-0.7,-3,2,1,0.8,12,-7,-2,-14
O=C(c1ccccc1)N1CCN(CC#Cc2ccccc2)CC1,1,3,-1.0,6,-14,0,1.1,-3,-4,1,1
O=C(Nc1ccc(Br)cc1)C(c1ccccc1)c1ccccc1,-6,/,-3.4,-5,-9,18,0.8,801*,4,-3,-13
CC(O)c1cccc(NC(=O)CCCc2ccccc2)c1 (stereo not given),4,-4,-0.7,-5,3,1,0.2,-7,1,-2,-9
O=C(CCCN1CCC(NC(=O)c2ccccc2)CC1)c1ccc(Cl)cc1,1,-1,0.8,-4,1,-3,0.2,339,-8,-5,-10
COC(=O)[C@H](Cc1ccccc1)NC(=O)N1CCCCC1,3,0,-0.7,-3,-38,1,-0.5,26,7,-3,-15
CC1Oc2ccccc2N(CC(=O)c2ccc(F)cc2)C1=O (stereo not given),0,-1,1.4,9,-4,3,-0.1,121,7,3,3
Cc1ccc([N+](=O)[O-])c(OCCN2CCCCCC2)c1,1,7,0.2,/,-30,4,-2.5,78,-7,0,-13
O=C(COc1ccccc1)NC1CCCN(Cc2ccccc2F)C1 (stereo not given),0,5,-1.2,1,6,0,-0.8,83,-1,2,4
Cc1c(C)c2ccc(OCC(=O)Nc3nccs3)cc2oc1=O,-6,-7,-2.2,-2,10,5,-1.0,-23,-13,31*,-19
O=C1CN(C(=O)COc2ccc(Cl)cc2Cl)c2ccccc2N1,1,-2,-0.8,-1,-4,0,0.9,28,-15,-4,2
Cc1ccc(C(=O)N2CC(=O)Nc3ccc(C)cc3C2c2ccccc2)cc1 (stereo not given),7,1,-1.1,25,6,-6,/,/,-6,-6,5
CC(=O)N/C(=C\c1ccccc1)C(=O)OCC(=O)NC(=O)c1ccccc1,-2,-4,-0.7,7,-2,-1,0.4,8,-5,0,8
CCC(=O)c1ccc(N2CCN(C(=O)COc3ccc(F)cc3)CC2)c(F)c1,-4,-3,1.3,-2,15,3,-0.5,-9,8,-4,-16
Fc1cc2nccnc2cc1N1CCSCC1,5,-7,1.4,-6,4,2,-0.2,37,-2,1,16
CC1=C(C(=O)Nc2ccccc2)C(c2ccc(C)o2)n2c(s/c(=C\c3ccco3)c2=O)=N1 (stereo not given),-8,0,0.4,8,-3,-1,-0.8,/,-7,-14,-12
CCCCOC(=O)n1c(SCC(=O)N(CC)CC)nc2ccccc21,1,-5,-0.7,14,-3,2,3.3,9,-7,-19,-1
COc1ccc(C(=O)Nc2ccc(C)cc2C(=O)c2ccccc2)cc1,-1,5,0.4,4,11,-1,-1.8,-3,-6,-5,17
COc1cc(NC(=O)CSc2nnc(-c3ccncc3)n2C2CCCCC2)ccc1NC(=O)c1ccco1,5,1,0.2,-15,/,2,-0.9,-13,-1,-5,-6
CCCOc1ccc(-c2nc(C#N)c(N3CCc4ccccc4C3)o2)cc1,0,-1,1.5,13,-9,3,-3.5,-1,-4,1,9
CC(C)C(NC(=O)c1c(F)cccc1F)C(=O)N1CCN(c2ccccc2F)CC1 (stereo not given),1,-10,0.6,3,-7,-6,-0.1,1,2,-11,8
CC1(C)CC(=O)c2cn3c(nc2C1)nc1ccccc13,-9,-7,-1.1,5,-22,-5,-0.3,9,-8,-13,6
COc1ccc2c(c1)C(=O)N1[C@H]3c4cc(C)ccc4OC[C@@H]3[C@H](c3ccccc3)[C@]1(C)C(=O)N2,-6,/,-0.4,6,-24,3,-0.1,37,-7,0,11
COC(=O)C1=C(CSCc2ccccc2)NC(=O)NC1c1cc(C)ccc1C (stereo not given),-2,-2,-1.1,1,2,13,-2.0,2,-12,-2,-8
CCOC(=O)C1=C(C)N=c2s/c(=C/c3ccc(OCC(=O)O)cc3)c(=O)n2C1c1ccc(SC)cc1 (stereo not given),-11,/,0.5,4,-9,16,20,81,2,-12,-7
O=C(CN(c1ccccc1)S(=O)(=O)c1ccccc1)NCCSc1nc2ccccc2s1,6,0,0.0,2,-1,2,-0.3,186,2,-1,5
CCN(CC)S(=O)(=O)c1ccc(/C=C/C(=O)NC2CCCCC2)cc1,4,5,0.6,-3,-1,-8,0.8,13,7,-11,-8
C=CC[n+]1ccn(-c2nc3ccccc3nc2[N-]S(=O)(=O)c2cccs2)c1,4,-3,1.1,-60,-10,5,0.5,-8,-4,-4,-14
O=C(O)C1=C[C@@H](c2coc3ccccc3c2=O)C[C@@H](OCc2ccc(CO)cc2)O1,-7,/,-1.0,-1,14,-6,1.9,186,-7,-4,-4
Cc1[nH]c(=S)[nH]c(=O)c1CCC1OCCO1,-1,-2,-0.5,-11,-5,-2,-1.0,0,0,-2,2
C#CCOCCOCCOCCNc1nc(N2CCN(C(=O)Cn3cc(CCO)nn3)CC2)nc(N2CCN(C(=O)Cn3cc(CCCN=C(N)N)nn3)CC2)n1,-3,/,-3.3,-8,16,-5,-1.9,/,-5,-8,-14
CC1(c2ccc(Cl)cc2)NC(=O)N(CC(=O)N2CCN(S(=O)(=O)c3ccccc3)CC2)C1=O (stereo not given),-3,-1,1.5,1,/,7,0.4,2,-10,-12,-8
CC(=O)Nc1ccc(C(=O)N2CCc3cc4c(cc3C2C)OCCCO4)cc1 (stereo not given),-1,/,-1.3,-6,-14,5,-0.4,29,-3,-13,-8
COC(=O)c1ccc(-n2nnnc2SCC(=O)Nc2ccccc2C(=O)OC)cc1,-2,-1,-1.0,10,11,-2,0.7,/,0,-6,-3
COc1ccc(OC)c(CNC(=O)c2coc(=O)c3ccccc23)c1,-2,/,-0.4,5,/,3,1.9,-5,-5,5,-8
O=C(Cn1cc(C(F)(F)F)ccc1=O)NCC1CCCO1 (stereo not given),-4,-3,1.1,5,9,-1,2.0,-2,-11,0,-8
O=C(Cc1ccccn1)c1ccc(F)cc1,3,/,-1.5,-7,-29,-4,1.7,-16,-16,6,-4
COCCCN1C(=O)CS/C1=N\S(=O)(=O)c1ccccc1,-2,-3,-0.8,-4,3,-3,2.3,-19,-4,1,-9
CN1CCN(c2ccc(NC(=O)c3ccc(-c4cccc([N+](=O)[O-])c4)o3)cc2)CC1,4,24,-0.5,?,2,-3,-1.8,218,8,2,-15
Oc1ccccc1OCC(O)c1ccccc1 (stereo not given),-2,-1,2.2,-15,-40,-4,-0.3,-7,-5,-2,-14
CCOC(=O)CSc1nnc(CNC(=O)c2ccco2)n1C,-8,-1,-2.6,2,-11,5,1.5,3,4,-3,-5
Cc1ccc(-n2cccc2/C=C2/NC(=O)N(CC(=O)Nc3cccc(C)c3)C2=O)cc1,2,10,2.3,-2,-82,3,1.8,-10,-3,7,12
